# High-throughput results (PubChem)
# GPR151 activ: human GPR151 activation. Q8TDV0. activation, % at 11.2 µM. PathHunter beta-arrestin GPR151 cells, luminescence. AID 1508602. hit rate 1% among 650,000; in the data active = activation above about 4.9%;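 note: 0% = median of compound wells and 100% = cells with positive control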
# Target sequence (Q8TDV0 whole entry, looked up): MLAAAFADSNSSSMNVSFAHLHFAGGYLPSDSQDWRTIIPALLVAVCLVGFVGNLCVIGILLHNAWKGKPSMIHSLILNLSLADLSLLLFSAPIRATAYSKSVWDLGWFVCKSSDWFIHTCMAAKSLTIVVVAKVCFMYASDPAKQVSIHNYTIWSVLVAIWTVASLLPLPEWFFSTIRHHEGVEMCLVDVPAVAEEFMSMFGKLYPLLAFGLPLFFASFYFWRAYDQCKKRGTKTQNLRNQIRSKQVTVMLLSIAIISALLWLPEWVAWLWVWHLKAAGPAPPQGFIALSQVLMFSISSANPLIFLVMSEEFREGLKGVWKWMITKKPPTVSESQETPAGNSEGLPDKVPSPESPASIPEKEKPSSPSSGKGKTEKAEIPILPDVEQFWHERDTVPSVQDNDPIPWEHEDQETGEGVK
# TEAD-YAP block: TEAD-YAP interaction inhibition; hit rate 1.4% among 640,000; HEK-TIYL cells, TEAD-Gal4/YAP UAS-luciferase luminescence; inhibition, % at 9.12 µM; in the data active = inhibition above about 32%;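 note: 0% = median of test compound wells and 100% = reference inhibitor wells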
# FBW7 activator: human FBW7 E3 ligase activation, primary screen. Q969H0. AlphaScreen FBW7–phospho-cyclin E peptide binding, activator screen. normalized activity (activation), % at 26.1 µM. hit rate 0.13% among 650,000; in the data active = normalized activity above about 1.9%;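 note: purified mutant Fbw7 with reduced substrate affinity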
# MITF inh: blocks human microphthalmia-associated transcription factor. hit rate 0.91% among 650,000. AlphaScreen MITF homodimerization, bead proximity signal. inhibition, % at 2.6 µM. O75030; in the data active = inhibition above about 50%;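 note: 0% = vehicle wells with protein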
# Target sequence (O75030 whole entry, looked up): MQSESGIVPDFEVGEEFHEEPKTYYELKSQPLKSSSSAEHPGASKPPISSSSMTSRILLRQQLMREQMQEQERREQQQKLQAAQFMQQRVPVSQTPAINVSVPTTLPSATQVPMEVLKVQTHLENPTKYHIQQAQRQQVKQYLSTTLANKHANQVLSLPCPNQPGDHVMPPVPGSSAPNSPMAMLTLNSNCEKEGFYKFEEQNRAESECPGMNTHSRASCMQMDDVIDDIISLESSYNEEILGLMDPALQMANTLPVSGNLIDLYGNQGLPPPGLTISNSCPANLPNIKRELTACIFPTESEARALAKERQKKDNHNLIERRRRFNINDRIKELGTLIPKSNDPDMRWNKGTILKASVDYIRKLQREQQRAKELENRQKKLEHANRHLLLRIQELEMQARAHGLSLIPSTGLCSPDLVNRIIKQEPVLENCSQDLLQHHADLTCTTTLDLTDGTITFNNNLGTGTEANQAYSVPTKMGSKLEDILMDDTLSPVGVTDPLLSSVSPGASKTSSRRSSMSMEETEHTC
# * marks the source's active call; other numbers are inactive results; & = joins results of further samples.
# Each structure is followed by: GPR151 activ, TEAD-YAP block, FBW7 activator, MITF inh
> CCOC(=O)c1cnc2c(C)cc(C)cc2c1Nc1ccc(N2CCOCC2)cc1
 : 0.5, 1, -0.3, -6
> O=C(CN1C(=O)NC(Cc2c[nH]c3ccccc23)C1=O)NCC1CCCO1 (stereo not given)
 : -0.5, 6, 0.1, -4
> CC(=O)Oc1ccc(/C=C2/C(=O)N(c3ccccc3)N=C2C)cc1
 : -0.7, 1, -1.2, 4
> COC(=O)c1ccc(/C=N\NC(=O)CC(=O)NCCc2ccccc2)cc1
 : 1.6, 6, -0.1, 7
> COc1ccc(NC(=O)C2CCCN2S(=O)(=O)c2cccs2)c2ccccc12 (stereo not given)
 : -0.7, 9, 0.1, 9
> O=C(NCc1ccccc1)c1cccc(Nc2cnccn2)c1
 : 2.4, -3, -0.1, -6
> COc1cc(C)nc(Oc2ccc(OCCOc3ccccc3)nn2)n1
 : 0.9, -6, 0.1, -7
> CC1CCCCC1NC(=O)CCNC(=O)c1ccc(C(C)(C)C)cc1 (stereo not given)
 : -0.5, -4, -0.1, -5
> Cc1ccccc1OCC(=O)NN1CCN(C)CC1
 : -0.1, -1, 0.2, 0
> CCC(C)c1ccc(OCCCCn2ccnc2)cc1 (stereo not given)
 : -1.7, -14, -0.1, 48
> COc1ccc(-c2nc(-c3ccc(OC)c(OC)c3)no2)cc1
 : 2.2, -15, 0.0, 9
> COc1cc(/C=C2/N=C(c3ccccc3)OC2=O)cc(Br)c1O
 : 0.3, 3, 0.0, 19
> CCCCN(C(=O)Nc1cccc(OC)c1)C1CCN(C(C)=O)CC1
 : -0.5, -5, -0.3, -2
> CCC(C)c1ccc(NC(=O)/C=C/C(=O)O)cc1 (stereo not given)
 : 0.9, 4, -0.2, -5
> Cc1ccc(NC(=O)c2sc3ncnc(N4CCc5ccccc5C4)c3c2C)c(Br)c1
 : -1.1, 0, -0.1, 7

# Following part
# Each structure is followed by: GPR151 activ, TEAD-YAP block, FBW7 activator, MITF inh
> COc1cc(/C=N/NC(=O)c2cc(-c3cccs3)[nH]n2)cc(OC)c1OC
 : 1.7, -18, 0.2, 5
> CC(=O)Nc1ccc(-c2nnc(N(C)c3ccccc3)s2)cc1
 : 2.3, -5, 0.1, -5
> COc1ccc2nc(N3C(=O)Nc4ccccc4N3O)sc2c1
 : -0.6, 7, -0.1, 6
> CCOc1ccccc1NC(=S)N(CCN1CCOCC1)C1CCN(C(C)=O)CC1
 : -1.0, 4, 0.0, 1
> CCOc1ccc(N=C2SC(C(=O)Nc3cccc(OCC)c3)CC(=O)N2C)cc1 (stereo not given)
 : -0.3, 1, 0.0, -8
> COc1ccc(-n2nc3c(c2NC(=O)c2ccccc2[N+](=O)[O-])CSC3)cc1
 : -0.4, 23, 0.1, 6
> CCC1CN(Cc2ccc3c(c2)OCO3)Cc2cc(OC)ccc2O1 (stereo not given)
 : -1.0, -1, -0.1, 7
> Cc1ccc(C)c(OS(=O)(=O)c2ccccc2)c1
 : 2.9, 9, 0.1, 1
> COc1cc(C2C(C(=O)Nc3ccccc3OC)=C(C)NC3=C2C(=O)CCC3)ccc1O (stereo not given)
 : 0.9, -2, -0.1, -6
> N#C/C(=C\c1ccc(-c2ccccc2)o1)C(N)=S
 : -0.7, -7, -0.2, 24
> CCN1CCN(C(=O)C2=C(C)C(=O)OC23CCCCCC3)CC1
 : 0.6, -3, -0.1, 12
> COc1ccc(-c2nc(NC3CCCCC3)sc2CCC(=O)NN)cc1
 : -1.4, -7, 0.0, -3
> CCOC(=O)C1CCN(c2cc(C)c3cc(Cl)ccc3n2)CC1
 : -0.6, -11, 0.1, -20
> O=c1[nH]c(C2CCNCC2)nc2c1nnn2Cc1ccc(F)cc1
 : -0.7, 8, -0.3, -7
> Cc1cccc(N2CCN(c3ccc(C(N)=O)cc3[N+](=O)[O-])CC2)c1C
 : 1.4, -1, 0.4, 13

# Further results:
# Each structure is followed by: GPR151 activ, TEAD-YAP block, FBW7 activator, MITF inh
> CCOC(=O)c1c(NC(=O)C(=O)c2c(C)nc3sccn23)sc(C)c1C
 : -1.4, -1, 0.6, 18
> Cc1cc(=O)[nH]c(NC2CCN(C(=O)c3ccc(N(C)C)cc3)CC2)n1
 : -0.3, -7, 0.2, 13
> Cc1cc(Cl)ccc1OCC(=O)Nc1ccc(N2CCN(C)CC2)cc1
 : -1.1, 8, 0.1, -18
> O=C(CN1C(=O)c2ccccc2C1=O)Nc1nc(-c2cccc([N+](=O)[O-])c2)cs1
 : -0.6, -1, 0.1, 10
> Cc1cc(C)c(NC(=O)CSc2nnc(-c3cccc(N)c3)n2C)c(C)c1
 : -0.5, -1, 0.2, 16
> CC(=O)Nc1cc(NC(C)=O)c(CC(C)C)s1
 : -0.2, -1, 0.0, 20
> Cc1ccc([N+](=O)[O-])cc1S(=O)(=O)NCCCN(C)C
 : 1.6, -1, 1.0, 20
> CCOC(=O)C1(CCc2ccccc2)CCN(C2CCOCC2)CC1
 : -0.7, 13, 0.2, 15
> CSCCC(NC(=O)C12CC3CC(CC(C3)C1)C2)C(=O)OCC(=O)c1ccc(C)cc1 (stereo not given)
 : -1.4, -2, 0.8, -13
> O=C(CN(C(=O)c1ccc([N+](=O)[O-])cc1)N1C(=O)C2C3C=CC(C3)C2C1=O)c1ccccc1 (stereo not given)
 : 0.2, 0, 0.0, 12
> COC(=O)c1c(NC(=O)c2cnn3c(C(F)(F)F)cc(-c4ccc(Br)cc4)nc23)sc2c1CCCC2
 : -0.9, 8, 0.6, 1
> O=C(N/N=C/c1ccc([N+](=O)[O-])o1)c1ccc(F)cc1
 : -1.3, 37*, -0.1, 1
> COc1ccc(S(N)(=O)=O)cc1C(=O)OC/C(O)=C(\C#N)c1nc2ccccc2[nH]1
 : -0.8, -2, -0.1, 0
> O=C1N[C@H](Cc2ccc(O)cc2)C(=O)N2C[C@@H](NCc3cnn(-c4ccccc4F)c3)C[C@@H]12
 : -1.2, 6, -0.1, 10
> O=C(CN1CCN(c2nc(-c3ccc(F)cc3)cs2)CC1)Nc1ccccc1F
 : 2.5, 11, -0.1, 0

# Following part:
# Each structure is followed by: GPR151 activ, TEAD-YAP block, FBW7 activator, MITF inh
> COc1ccc(-n2nc3c(c2NC(=O)c2cc(C)cc(C)c2)CSC3)cc1
 : 0.5, 8, -0.1, 7
> COc1ccc(NC(=O)CCOc2ccccc2)cc1
 : -1.2, -61, 0.3, 4
> Cn1ccnc1SCc1ccc(Cl)cc1
 : 0.2, -12, 0.0, 6
> O=C(OCC(=O)N1CCCc2ccccc21)c1ccc([N+](=O)[O-])o1
 : -0.3, 0, -0.1, 5
> CN1CCN(c2nc(-c3ccccc3Cl)cs2)CC1
 : -1.5, -8, -0.1, 5
> COc1ccc(C(=O)COc2ccccc2)c(OC)c1OC
 : -0.2, -13, 0.0, 2
> COc1cccc(CNC(=O)Cn2nc(C)n3ccnc3c2=O)c1
 : 0.0, 8, 0.0, 7
> CCOc1ccc(CN2CCCC(N3CCN(c4ccccc4)CC3)C2)cc1CO (stereo not given)
 : -1.5, 0, 0.1, 11
> Cc1cc(C)c(NC(=O)CS(=O)CC(=O)Nc2ccc(N3CCOCC3)cc2)c(C)c1 (stereo not given)
 : 0.1, 3, -0.1, 1
> CN(C)S(=O)(=O)N1CCC(n2c(CCc3ccccc3)nc3cccnc32)CC1
 : -0.1, -5, 0.0, 8
> COc1ccc(C(=O)Nc2cccc(C(=O)O)c2)cc1
 : 2.5, -34, 0.0, -4
> COc1ccc(C2CC(=O)C3=C(C2)Nc2ccccc2NC3c2ccc(OC)c(OC)c2OC)cc1 (stereo not given)
 : 0.1, -14, 0.0, -1
> COc1ccc(NC(=O)NC2CCCc3ccccc32)cc1OC (stereo not given)
 : -0.1, -19, -0.2, -4
> COc1ccc(/C=C2/SC(N3CCN(Cc4ccccc4)CC3)=NC2=O)cc1OC
 : 0.4, 0, -0.3, 2
> CCOC(=O)C1CCN(CC(O)COC(CC)c2ccccc2)CC1 (stereo not given)
 : 0.8, -1, -0.1, 2

# (continued)
# Each structure is followed by: GPR151 activ, TEAD-YAP block, FBW7 activator, MITF inh
> OCCC1CN(Cc2ccc3c(c2)OCCO3)CCN1C1CCCC1 (stereo not given)
 : -0.9, 0, 0.5, 3
> CC(C)N(Cc1ccccc1OCC(O)CN1CCc2ccccc2C1)Cc1nccn1C (stereo not given)
 : -0.5, 10, -0.2, -2
> CN1CC[C@@H](Oc2cc(C(=O)Nc3ccc4[nH]ncc4c3)ccn2)C1
 : -0.4, 52*, -0.1, 0
> Fc1ccc(NC(=S)NCc2ccco2)cc1
 : 0.0&4.2, 11&7, 0.2&-0.1, 41&9
> CCN1CCN(C(=O)Cn2cnc3sc(C)c(C)c3c2=O)CC1
 : -1.7, -8, 0.2, -2
> O=C(OC1CSc2nc3ccccc3n2C1)c1ccco1 (stereo not given)
 : 0.3, 9, 0.0, 16
> CCOC(=O)c1ccc(NC(=O)c2cccc([N+](=O)[O-])c2)cc1
 : -2.9, -5, 0.1, -17
> CCOc1cccc(C2CC(c3cccc(OC)c3)=NC(c3ccc(C)cc3)N2)c1O (stereo not given)
 : -2.0, -18, 0.3, 14
> Cc1ccc(-c2n[nH]c(=O)c3ccccc23)cc1S(=O)(=O)NCCN1CCOCC1
 : -0.4, 9, 0.5, 11
> CCOc1ccc(/C=N/Nc2ccc([N+](=O)[O-])cc2)cc1
 : 0.1, 10, 0.1, -60
> C=CCn1c(=O)c2c(nc3n(-c4ccc(C(=O)OCC)cc4)c(C)cn23)n(C)c1=O
 : 1.8, -4, 0.1, 5
> CCOC(=O)c1c(NC(=O)CSc2nc(C)cc(=O)[nH]2)sc2c1CCCC2
 : 0.6, 0, 0.3, 3
> CC12CC3CC(C)(C1)CC(OCCNC(=O)c1noc4c1COc1ccccc1-4)(C3)C2
 : -0.5, 3, 0.1, -14
> CCOCCCN(C(=S)Nc1ccc(OC)cc1)C1CCN(C(C)=O)CC1
 : 1.6, 0, -0.1, 3
> O=C1CC(c2ccc(Cl)c([N+](=O)[O-])c2)C2=C(CCCC2=O)N1 (stereo not given)
 : 0.2, 1, -0.1, 2

# Additional entries follow.
# Each structure is followed by: GPR151 activ, TEAD-YAP block, FBW7 activator, MITF inh
> COc1c(C)cccc1C(=O)Nc1c(C)n(C)n(-c2ccccc2)c1=O
 : -1.8, -13, 0.7, 17
> O=C(N/N=C/c1ccc(-c2ccc(Cl)c(C(=O)O)c2)o1)c1ccncc1
 : 0.6, 0, 0.3, 20
> O=C(c1cccc(Cl)c1)N1CCN(Cc2ccccc2Cl)CC1
 : 1.6, -9, -0.1, 58*
> CSC1=C(C#N)C(c2ccccc2Cl)C(C(=O)Nc2ccc(Cl)cc2)=C(C)N1 (stereo not given)
 : -0.5, 2, 0.1, 16
> O=C(CCCCCn1c(=S)[nH]c2ccccc2c1=O)Nc1ccc(F)cc1
 : 1.1, -12, 0.2, -4
> COc1ccc(NC(=O)NNC(=O)C2CCN(S(C)(=O)=O)CC2)cc1OC
 : -1.6, 0, 0.5, -18
> CCCCOC(=O)Nc1sc2c(c1C(=O)OC)CCC2
 : -0.8, 7, -0.1, 4
> COc1ccc(NC(=O)CN2CCC(c3nc4ccc(Cl)cc4[nH]3)CC2)cc1
 : -0.8, -2, 0.0, 12
> O=C(CO)N/N=C/c1cc(Br)cc(Br)c1O
 : -0.3, 1, -0.1, -16
> CCc1cc(=O)n2[nH]c(C)c(-c3ccc(Cl)cc3)c2n1
 : -1.0, -4, -0.5, -9
> Cc1nnc(NC(=O)CC(NC(=O)C(F)(F)F)c2ccccc2)s1 (stereo not given)
 : -1.1, 6, 0.7, 17
> CC(C)N(C(=O)CSc1nnc2n(C3CCCC3)c(=O)c3ccccc3n12)C(C)C
 : -1.1, 4, 0.1, 5
> COc1ccc(/C(N)=N/OC(=O)COc2ccc(C)cc2C)cc1
 : 2.2, 6, 0.4, -20
> CC(=O)Nc1ccc(Nc2nc(N3CCN(c4ccccn4)CC3)nc3c2ncn3-c2ccsc2)cc1
 : -0.6, 20, 0.0, 3
> COc1ccc(C2C(C(=O)N3CCC(Cc4ccccc4)CC3)c3ccccc3C(=O)N2C)cc1 (stereo not given)
 : 3.4, 24, -0.1, 9

# More structures.
# Each structure is followed by: GPR151 activ, TEAD-YAP block, FBW7 activator, MITF inh
> C=CCOc1nc(N2CCCCC2)nc(N2CCOCC2)n1
 : 1.8, -7, 0.0, 1
> COc1ccc(-c2nnc3sc(-c4ccc(OC)c(OC)c4)nn23)cc1
 : 0.2, -9, 0.1, -1
> CCOC(=O)c1cc2c(=O)n3ccccc3nc2n(Cc2ccco2)c1=NC(=O)c1ccc(Cl)cc1
 : -0.4, 5, 0.0, -3
> CN(C)C(=O)CN1C(=O)N2CCN=C2c2ccccc21
 : -0.3, 4, 0.0, 3
> CCOc1ccc(NC(=O)c2ccc(N3CC4CC(C3)c3cccc(=O)n3C4)c(NC(=O)/C=C/c3ccccc3)c2)cc1 (stereo not given)
 : 0.0, -4, 0.6, 10
> C=CCN(CC=C)CC(O)Cn1c(-c2ccccc2)c(-c2ccccc2)c2ccc3ccccc3c21 (stereo not given)
 : 0.9, 8, -0.3, 4
> O=C(Cc1ccccc1)N1CCC2(CC1)OCc1cc(Cl)ccc1O2
 : 2.2, 6, -0.2, 0
> CC1=C(C#N)C(c2ccc3c(c2)OCO3)C2=C(CCCC2=O)N1 (stereo not given)
 : -0.5, 10, 0.6, 11
> c1ccc(-n2cnc3c(NC4CC4)nc(Nc4ccc(N5CCOCC5)cc4)nc32)cc1
 : 1.2, 33*, -0.2, 7
> O=C(OCC(=O)C12CC3CC(CC(C3)C1)C2)c1ccc([N+](=O)[O-])s1
 : 1.6, -3, -0.2, 12
